Screens deposited in PubChem BioAssay by The Scripps Research Institute Molecular Screening Center.
CHO-K1 Ca ag: nonselective activator or artifact in parental CHO-K1 cells | Fluo-8 calcium fluorescence; scaled to maximal ATP response, vehicle zero | activation, % at 3 µM | 360,000 compounds, 0.48% hits; in the data active = activation above about 15%;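 note: untransfected CHO-K1 host cells lacking M1 receptor as counterscreen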
TAAR1 antagonist: human TAAR1 antagonism | Q96RJ0 | CHO RD-HGA16 TAAR1, Fluo-8 calcium fluorescence, antagonist | inhibition, % at 3 µM | AID 624466 | 360,000 compounds, 1.5% hits;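 active = inhibition above a per-plate cutoff, the mean inhibition of test compounds on that plate plus 3 SD, cut at about 49% in these data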;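 note: 0% = DMSO plus EC80 beta-PEA response and 100% = DMSO alone without agonist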
Target sequence (Q96RJ0 whole entry, looked up): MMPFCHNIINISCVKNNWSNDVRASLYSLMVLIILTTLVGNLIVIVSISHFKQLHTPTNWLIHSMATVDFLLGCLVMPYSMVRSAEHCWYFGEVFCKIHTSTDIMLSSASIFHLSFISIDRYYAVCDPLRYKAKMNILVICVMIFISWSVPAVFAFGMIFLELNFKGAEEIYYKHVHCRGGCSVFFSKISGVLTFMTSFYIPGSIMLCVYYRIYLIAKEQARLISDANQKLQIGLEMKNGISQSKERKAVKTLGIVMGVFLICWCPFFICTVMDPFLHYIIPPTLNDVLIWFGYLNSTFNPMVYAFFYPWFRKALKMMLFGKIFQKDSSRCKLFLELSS
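Assay system: CHO-derived RD-HGA16 cells stably expressing human TAAR1 plus Gα16. Timing: 140 s kinetic read after compound, 140 s after agonist. Technique: kinetic Fluo-8 calcium fluorescence measurement. Measure: % inhibition of agonist calcium response.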
M1 ag: activates human CHRM1 receptor | P11229 | CHO-K1 hM1, Fluo-8 calcium fluorescence, agonist mode; 0% DMSO, 100% acetylcholine EC100 | activation, % at 3 µM | 360,000 compounds, 0.33% hits | AID 588814;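 active = activation above the run's mean compound activation plus 3 SD, cut at about 16% in these data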;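 note: peak over basal fluorescence ratio within a 140 s kinetic read after compound addition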
Target sequence (P11229 whole entry, looked up): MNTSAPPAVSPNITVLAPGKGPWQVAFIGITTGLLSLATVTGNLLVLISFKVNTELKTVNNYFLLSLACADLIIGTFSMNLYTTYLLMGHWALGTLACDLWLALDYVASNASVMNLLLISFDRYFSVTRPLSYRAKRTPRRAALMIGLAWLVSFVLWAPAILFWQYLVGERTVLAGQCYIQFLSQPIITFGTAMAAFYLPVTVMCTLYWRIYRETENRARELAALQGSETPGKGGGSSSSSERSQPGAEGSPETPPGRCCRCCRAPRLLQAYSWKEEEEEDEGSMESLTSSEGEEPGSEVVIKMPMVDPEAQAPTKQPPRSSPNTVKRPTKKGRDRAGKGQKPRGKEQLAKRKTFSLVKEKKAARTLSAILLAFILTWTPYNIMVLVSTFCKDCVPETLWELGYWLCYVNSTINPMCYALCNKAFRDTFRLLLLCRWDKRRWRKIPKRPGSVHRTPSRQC
M1 PAM: potentiates human M1 receptor response to acetylcholine. P11229. CHO-K1 hM1, Fluo-8 calcium fluorescence, ACh EC20; 0% = ACh EC20, 100% = maximal ACh. activation, % at 3 µM. 360,000 compounds, 0.088% hits. AID 588819; in the data active = activation above about 19%, passing the limit was not always enough
CHO-K1 Ca antag: counter-screen for M1 antagonists: effect in parental CHO-K1 cells; ATP-induced calcium, Fluo-8 fluorescence; inhibition, % at 3 µM; 360,000 compounds, 0.6% hits; AID 602250;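 active = inhibition above a per-plate cutoff, the plate's mean sample inhibition plus 3 SD, cut at about 24% in these data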;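 note: 0% = DMSO plus EC80 ATP and 100% = DMSO alone without ATP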
CHO parental Ca: signal in parental CHO cells, OX1R antagonist counter-screen. parental CHO-K1, ATP-induced calcium, Fluo-8 fluorescence. inhibition, % at 5.6 µM. 330,000 compounds, 0.63% hits;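 active = inhibition above that plate's mean sample inhibition plus 3 SD, cut at about 26% in these data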;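 note: 0% = ATP-challenged DMSO wells and 100% = DMSO wells without ATP; some compounds past the cut are filed as inactive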
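Material: Parental CHO cells | Reagent: ATP | Compound dosing: Single nominal dose of 5.6 µM per compound | Detection: Intracellular calcium via Fluo-8 no-wash fluorescent dye | Read-out: % inhibition of ATP-induced calcium mobilization | Benchmarks: Low control ATP plus DMSO, high control DMSO only | Replicates: Singlicate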
TAAR1 agonist: agonists of human TAAR1. Q96RJ0. CHO RD-HGA16 TAAR1, Fluo-8 calcium fluorescence; vehicle wells 0%, saturating PEA agonist 100%. activation, % at 3 µM. 360,000 compounds, 0.99% hits. AID 624467;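 active = activation above the mean activation of all test compounds in the run plus 3 SD, cut at about 38% in these data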
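Assay system: CHO-derived RD-HGA16 cells with stable Gα16 and human TAAR1; timing: 17-24 h seeding, 75 min 37 °C dye, 30 min RT; read-out: % activation from peak over basal fluorescence ratio, DMSO-to-PEA scaled; measured by: kinetic Fluo-8 calcium fluorescence; benchmarks: low control DMSO, high control PEA (EC100); doses: 3 µM single concentration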
M1 antag: human CHRM1 antagonism. inhibition, % at 3 µM. P11229. CHO-K1 hM1, Fluo-8 calcium fluorescence, ACh EC80 antagonist. 360,000 compounds, 1.3% hits;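 active = percent inhibition above its own plate's cutoff, namely the mean of that plate's compound wells plus 3 SD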;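 note: peak over basal fluorescence ratio during 140 s after agonist addition; 0% = ACh EC80 plus DMSO and 100% = DMSO alone without agonist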
M1 PAM parental: counter-screen for M1 PAMs: effect in parental CHO-K1 cells | AID 602247 | 360,000 compounds, 0.02% hits | ATP EC20, Fluo-8 calcium fluorescence; 0% at ATP EC20, 100% at ATP max | activation, % at 3 µM;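 active = activation above the run cutoff, the mean activation of all test compounds plus 3 SD, cut at about 40% in these data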;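 note: peak over basal fluorescence ratio in a 140 s read after ATP addition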
* = called active by the depositor; . = not tested or not shown.

1. O=C1NCCN(Cc2cccc(Oc3ccccc3)c2)C1CC(=O)N1CCCCC1 (stereo not given)
2. Cc1[nH]nc(SCC(=O)NC2CCCCC2)c1[N+](=O)[O-]
3. CC1(C)Cc2ccccc2C(Nn2cnnc2)=N1
4. COc1ccc(OC)c(/C=N/NC(=O)c2csc3ccccc23)c1
5. Cc1ccc(-n2nc3ccc(NC(=S)NC(=O)/C=C/c4ccco4)cc3n2)cc1
6. O=C(CCNS(=O)(=O)c1ccc(Br)cc1)NNC(=O)C1COc2ccccc2O1 (stereo not given)
7. CCOC(=O)C1=NNC2(CC(=O)N(c3cc(C)cc(C)c3)C2=O)C1 (stereo not given)
8. Cc1ccc(S(=O)(=O)NC(=O)C2(C)CCN2C(=O)c2ccccc2CCc2ccccc2)cc1 (stereo not given)
entry no.,1,2,3,4,5,6,7,8
CHO-K1 Ca ag,2.5,0.7,-0.2,0.1,0.2,-0.6,-0.6,0.0
TAAR1 antagonist,-7,-27,-3,10,-19,-17,-20,-12
M1 ag,-2,-2,-9,-1,-2,1,-2,-4
M1 PAM,10,7,-1,2,10,18,13,-2
CHO-K1 Ca antag,-8,-4,-10,11,-6,-3,-8,20
CHO parental Ca,-4,0,-2,-15,6,-14,-1,.
TAAR1 agonist,1,0,4,2,-1,0,1,0
M1 antag,-20,-15,-14,-29,-9,-24,-17,-2
M1 PAM parental,11,19,2,-6,19,-19,16,-17

9. CC(C)NC(=O)C1CCN(C2CCN(CC3CC=CCC3)CC2)CC1 (stereo not given)
10. CCCNC(=O)C1(C)CCN(C(=O)c2cccc(C#N)c2)C1 (stereo not given)
11. c1ccc(OCc2nc(-c3ccccc3)no2)cc1
12. N#CCSc1nnc(Cc2cccc3ccccc23)n1C1CCCCC1
13. CCOC(=O)/C(C#N)=C/c1cn(CCC(=O)O)nc1-c1ccc(F)cc1
14. Cc1ccc(Nc2c([N+](=O)[O-])cc(C(=O)N3CC(=O)Nc4ccccc43)cc2[N+](=O)[O-])c(C)c1
15. O=C(O)c1ccc(-c2sc(Nc3ccccc3)n[n+]2-c2ccccc2)cc1
16. COCCN(CCOC)S(=O)(=O)c1ccc(/C(O)=C(\C#N)c2nc3ccccc3[nH]2)cc1
entry no.,9,10,11,12,13,14,15,16
CHO-K1 Ca ag,0.3,0.7,0.1,0.6,-0.1,1.0,-0.4,9.1
TAAR1 antagonist,-10,1,-6,5,2,16,0,33
M1 ag,-12,0,-3,-1,0,-5,5,-4
M1 PAM,0,3,-2,5,1,3,13,-5
CHO-K1 Ca antag,-7,-3,15,-8,10,-15,-6,-3
CHO parental Ca,-4,.,4,-16,-3,-23,-10,-7
TAAR1 agonist,-1,1,4,11,3,7,1,12
M1 antag,-1,-6,6,-7,6,2,-6,11
M1 PAM parental,4,-5,-8,23,-15,8,-15,-8

Single records (already shown):
N#CCSc1nnc(Cc2cccc3ccccc23)n1C1CCCCC1 is entered as CHO-K1 Ca ag: 0.6; TAAR1 antagonist: 5; M1 ag: -1; M1 PAM: 5; CHO-K1 Ca antag: -8; CHO parental Ca: -16; TAAR1 agonist: 11; M1 antag: -7; M1 PAM parental: 23
O=C(O)c1ccc(-c2sc(Nc3ccccc3)n[n+]2-c2ccccc2)cc1 is entered as CHO-K1 Ca ag: -0.4; TAAR1 antagonist: 0; M1 ag: 5; M1 PAM: 13; CHO-K1 Ca antag: -6; CHO parental Ca: -10; TAAR1 agonist: 1; M1 antag: -6; M1 PAM parental: -15

Reformatted with values under each structure: eight of the compounds above.
Under each structure: CHO-K1 Ca ag	TAAR1 antagonist	M1 ag	M1 PAM	CHO-K1 Ca antag	CHO parental Ca	TAAR1 agonist	M1 antag	M1 PAM parental
9. CC(C)NC(=O)C1CCN(C2CCN(CC3CC=CCC3)CC2)CC1 (stereo not given)
→ 0.3	-10	-12	0	-7	-4	-1	-1	4
10. CCCNC(=O)C1(C)CCN(C(=O)c2cccc(C#N)c2)C1 (stereo not given)
→ 0.7	1	0	3	-3	.	1	-6	-5
11. c1ccc(OCc2nc(-c3ccccc3)no2)cc1
→ 0.1	-6	-3	-2	15	4	4	6	-8
12. N#CCSc1nnc(Cc2cccc3ccccc23)n1C1CCCCC1
→ 0.6	5	-1	5	-8	-16	11	-7	23
13. CCOC(=O)/C(C#N)=C/c1cn(CCC(=O)O)nc1-c1ccc(F)cc1
→ -0.1	2	0	1	10	-3	3	6	-15
14. Cc1ccc(Nc2c([N+](=O)[O-])cc(C(=O)N3CC(=O)Nc4ccccc43)cc2[N+](=O)[O-])c(C)c1
→ 1.0	16	-5	3	-15	-23	7	2	8
15. O=C(O)c1ccc(-c2sc(Nc3ccccc3)n[n+]2-c2ccccc2)cc1
→ -0.4	0	5	13	-6	-10	1	-6	-15
16. COCCN(CCOC)S(=O)(=O)c1ccc(/C(O)=C(\C#N)c2nc3ccccc3[nH]2)cc1
→ 9.1	33	-4	-5	-3	-7	12	11	-8

Additional structures follow:
17. CC(C)(C)NC(=O)C(c1ccco1)N(C(=O)c1ccc(CN2CCOCC2)o1)c1ccccc1 (stereo not given)
18. CCC1CCCCN1C(=O)N[C@@H](Cc1ccccc1)C(=O)O (stereo not given in full)
19. CN(C(=O)COC(=O)c1ccc(-c2ccc(O)cc2)cc1)C1CCS(=O)(=O)C1 (stereo not given)
20. CCc1nnc(SCC(=O)N2CCCc3ccccc32)nc1CC
21. COC(=O)c1cnc(N2CCOCC2)nc1C(F)(F)F
22. Cn1ncc(N2CCN(C(=O)c3ccc(Cl)cc3)CC2)c(Cl)c1=O
23. O=C(Nc1ccccc1C(=O)Nc1nccs1)c1ccccc1
24. CC(=O)c1ccc(NC(=O)CSc2ccc(-c3sc(C)nc3C)nn2)cc1
entry no.,17,18,19,20,21,22,23,24
CHO-K1 Ca ag,-0.5,0.6,1.2,0.6,0.2,-0.4,6.1,13
TAAR1 antagonist,-6,-10,-8,-27,-22,-22,23,64*
M1 ag,-2,-3,1,-4,-1,-4,-5,1
M1 PAM,5,3,9,2,12,0,-3,-3
CHO-K1 Ca antag,-8,-15,17,-3,-12,-2,4,2
CHO parental Ca,-1,-6,-9,-17,-14,4,.,-3
TAAR1 agonist,8,4,3,5,3,0,4,13
M1 antag,-6,2,-19,-2,-17,0,10,4
M1 PAM parental,10,8,-20,-4,13,-6,5,-4

25. COc1ccc(CN(C#N)c2nc(SC)nc(N(C)C)n2)cc1
26. Cc1ccc(C2CCN(C(=S)Nc3cccc(C)c3)C2)cc1 (stereo not given)
27. CCOCC(=O)Nc1ccc(S(=O)(=O)Nc2ncccn2)cc1
28. O=C(Cc1ccccc1[N+](=O)[O-])Nc1cccc(S(=O)(=O)NC2=NCCCCC2)c1
29. Cc1c(NC(=O)c2ccc3c(c2)C(=O)N(CC2CCCO2)C3=O)cccc1C(=O)O (stereo not given)
30. C/C(=N/NC(=O)CNC(=O)c1ccncc1)c1ccc(Cl)cc1
31. CCc1ccc2[nH]c(=O)c(CN(CCO)C(=O)NCc3ccccc3)cc2c1
32. N#Cc1c(-c2ccccc2)c(-c2ccccc2)nn(CC(=O)NNC(=O)Nc2ccc(Cl)c(Cl)c2)c1=O
entry no.,25,26,27,28,29,30,31,32
CHO-K1 Ca ag,1.9,2.0,2.3,13,0.5,4.1,0.0,0.1
TAAR1 antagonist,9,-22,2,-12,12,-7,-16,5
M1 ag,-4,-4,-4,-2,0,-1,-4,-4
M1 PAM,-4,-2,4,7,5,0,2,0
CHO-K1 Ca antag,-12,-10,-9,0,-13,7,-1,-2
CHO parental Ca,-20,-9,-3,-7,6,-3,-14,-23
TAAR1 agonist,13,-1,7,2,6,0,4,-2
M1 antag,3,1,-4,-8,-4,0,4,13
M1 PAM parental,18,14,24,15,12,-3,13,-5

33. COc1cc(O)c(C(C)=O)c2c1C=CC(C)(C)O2
34. CCOC(=O)C1=CC[C@@H](c2ccccc2)N(S(=O)(=O)c2ccc(C)cc2)[C@H]1c1ccc(C#N)cc1
35. CCC(=O)Nc1cccc(NC(=O)c2ccc(C)c([N+](=O)[O-])c2)c1
36. COc1ccc(NS(=O)(=O)c2cc(NC(=O)c3cncc(Br)c3)ccc2OC)cc1
37. Cc1ccc(Cl)cc1N1CCN(C(=O)C2CCC(=O)N(C3CCCCCC3)C2)CC1 (stereo not given)
38. O=C(N/N=C/c1cc(Br)c(Br)o1)c1cc2ccccc2o1
39. CCCCOC(=O)CNc1n[nH]c(=S)[nH]c1=O
40. O=C(CN1C(=O)c2ccc([N+](=O)[O-])cc2C1=O)Nc1cc(S(=O)(=O)N2CCOCC2)ccc1Cl
entry no.,33,34,35,36,37,38,39,40
CHO-K1 Ca ag,-0.5,0.4,2.8,7.5,3.9,0.0,0.5,0.5
TAAR1 antagonist,-30,-22,12,50*,-19,-5,18,-2
M1 ag,-3,-5,-1,1,3,-3,-1,-3
M1 PAM,2,-11,6,-15,7,-2,13,8
CHO-K1 Ca antag,16,15,-12,-2,2,-3,-15,-11
CHO parental Ca,.,.,-12,-19,-9,15,-3,-17
TAAR1 agonist,8,4,11,23,3,2,0,2
M1 antag,4,20,-11,18,-1,0,-15,-12
M1 PAM parental,-7,0,10,-16,-12,-10,6,-4

41. CC(C)CC(=O)Nc1ccccc1N1CCOCC1
42. Nc1c(C(=O)N2CCCC2)sc2nc(-c3ccccc3)ccc12
43. Cc1ccc(-c2nc3ccccc3o2)cc1NC(=S)NC(=O)/C=C/c1ccco1
44. O=C(NCC(O)c1ccc([N+](=O)[O-])cc1)c1cccc(S(=O)(=O)N2CCCC2)c1 (stereo not given)
entry no.,41,42,43,44
CHO-K1 Ca ag,0.3,0.2,-0.3,4.5
TAAR1 antagonist,-3,-15,-8,5
M1 ag,-5,-1,0,-13
M1 PAM,9,12,5,2
CHO-K1 Ca antag,-10,-9,-2,-5
CHO parental Ca,-4,-18,-7,-26
TAAR1 agonist,4,1,8,0
M1 antag,-11,-15,-25,-4
M1 PAM parental,16,15,12,14
